PHOSPHO1 inh = PubChem AID 1565; Phosphoethanolamine/phosphocholine phosphatase (Homo sapiens), Q8TCT1; inhibition, % at 13.3 µM; actives 1.1% (n = 290,000); recombinant PHOSPHO1, absorbance phosphatase assay; in the data active = inhibition above about 60%
Target sequence (Q8TCT1 whole entry, looked up): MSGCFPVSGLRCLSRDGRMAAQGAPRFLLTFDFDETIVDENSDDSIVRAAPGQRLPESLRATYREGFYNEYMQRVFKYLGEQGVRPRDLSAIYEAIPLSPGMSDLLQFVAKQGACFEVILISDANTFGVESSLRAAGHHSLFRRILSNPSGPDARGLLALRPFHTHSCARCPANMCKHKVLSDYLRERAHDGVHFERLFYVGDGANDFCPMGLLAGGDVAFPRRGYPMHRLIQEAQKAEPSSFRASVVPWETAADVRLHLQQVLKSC
FID counter = compounds displacing fluorescent DNA intercalator, primary screen, artefact control for HCV NS3 helicase inhibitor project, biochemical, FID fluorescence; DNA fluorescent intercalator displacement; inhibition, % at 7.9 µM; actives 0.17% (n = 290,000); in the data active = inhibition above about 37%;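 note: 0% = vehicle and 100% = reference compound; higher means more ethidium bromide displaced from hairpin DNA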
SUMO HTRF inh = inhibitors of in vitro SUMOylation cascade, primary screen, biochemical, HTRF, uHTS; HTRF SUMOylation assay, SAE1/SAE2 + UBC9; actives 0.36% (n = 290,000); AID 2006, 2009; SUMO-conjugating enzyme UBC9 (Homo sapiens), P63279; inhibition, % at 35 µM; in the data active = inhibition above about 50%, passing the limit was not always enough; note: strong numbers were not always called active
Target sequence (P63279 whole entry, looked up): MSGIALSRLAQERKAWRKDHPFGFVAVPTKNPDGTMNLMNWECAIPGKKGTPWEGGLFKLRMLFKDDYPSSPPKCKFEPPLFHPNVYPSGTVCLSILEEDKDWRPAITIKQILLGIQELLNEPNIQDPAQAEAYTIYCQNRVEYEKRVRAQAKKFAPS
IMP-1 inhibitor = IMP-1 metallo-beta-lactamase inhibitors, primary screen, biochemical, epi-absorbance readout, Pseudomonas aeruginosa enzyme; purified IMP-1, nitrocefin hydrolysis, epi-absorbance fluorescence; inhibition, % at 5.6 µM; actives 0.45% (n = 290,000); AID 1556, 2009;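 active = inhibition above the mean plus 3 SD of all compounds in the same screening run, cut at about 4.5% in these data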;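 note: 0% = IMP-1 with DMSO and 100% = DMSO wells lacking enzyme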
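System: Purified recombinant IMP-1 metallo-beta-lactamase enzyme | Measured by: Fluorescence quenching readout, ex 480/em 530 nm | Replication: Singlicate | Incubation: 15 min preincubation plus 25 min reaction at 25 °C | Evaluation: Percent inhibition from optical density relative to buffer-blank wells | Benchmarks: DMSO with and without IMP-1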
IDE cell activ = human IDE activators in live cells, primary screen, fluorescence polarization, HEK cells, FAbeta-B substrate | actives 0.073% (n = 340,000) | activation, % at 5.96 µM | FAbeta-B cleavage; 0% vehicle, 100% cell-free pure enzyme wells | AID 493087, 2011;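 active = activation above the mean of all tested compounds plus 3 SD, set per screening campaign, cut at about 17% in these data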
HCV NS3 hel inh = inhibitors of HCV NS3 helicase, primary screen, biochemical, Cy5 molecular beacon fluorescence; inhibition, % at 10.9 µM; NS3 helicase DNA unwinding; AID 1800, 2009; Hepatitis C virus NS3 helicase; actives 0.56% (n = 290,000);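 active = inhibition above the mean of all tested compounds plus 3 SD, set per campaign, cut at about 35% in these data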;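 note: 0% = DMSO wells and 100% = thioflavine S control wells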
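System: HCV NS3 helicase fragment; control set: DMSO and thioflavine S; technique: Cy5 fluorescence at 0 and 60 min, beacon hairpin quenching; reagent: beacon DNA duplex substrate plus ATP; replicates: singlicate; schedule: 1 h reaction at 25 °C, ATP-initiated; medium: MOPS buffer pH 6.5 with MgCl2, DTT, Tween20, BSA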
pCIP destab = p/CIP-EGFP fusion destabilizers, primary screen, fluorescence, F442A cells; Q05BA5; 16 h; decrease of EGFP signal, % at 10 µM; actives 0.01% (n = 290,000); AID 1984, 2009;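 active = EGFP signal decrease of at least 30% at 10 µM or well 3 SD below plate mean, unless failing retest; inactive = the rest, including hits failing retest or dose response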; note: some compounds called inactive have numbers as strong as hits; many of its hits are not listed in these tables
MEKK3 PB1 HTS = modulators of MEKK3-MEK5 PB1 binding, primary screen, biochemical, wildtype MEKK3, multiplex bead flow cytometry, Alexa488-MEK5. binding response (% of control), % at 10 µM. bead-based flow cytometry, Alexa488-MEK5 binding to MEKK3; actives lie on both sides; 0 = blocked by unlabeled MEK5, 100 = vehicle. Mitogen-activated protein kinase kinase kinase 3 (Homo sapiens), Q99759. actives 1.4% (n = 290,000);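 active = binding response more than 3 SD above or below the average of its plate-row segment, actives on both sides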;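 note: Alexa488 bead fluorescence after subtracting the streptavidin-only scavenger bead signal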
Target sequence (Q99759 whole entry, looked up): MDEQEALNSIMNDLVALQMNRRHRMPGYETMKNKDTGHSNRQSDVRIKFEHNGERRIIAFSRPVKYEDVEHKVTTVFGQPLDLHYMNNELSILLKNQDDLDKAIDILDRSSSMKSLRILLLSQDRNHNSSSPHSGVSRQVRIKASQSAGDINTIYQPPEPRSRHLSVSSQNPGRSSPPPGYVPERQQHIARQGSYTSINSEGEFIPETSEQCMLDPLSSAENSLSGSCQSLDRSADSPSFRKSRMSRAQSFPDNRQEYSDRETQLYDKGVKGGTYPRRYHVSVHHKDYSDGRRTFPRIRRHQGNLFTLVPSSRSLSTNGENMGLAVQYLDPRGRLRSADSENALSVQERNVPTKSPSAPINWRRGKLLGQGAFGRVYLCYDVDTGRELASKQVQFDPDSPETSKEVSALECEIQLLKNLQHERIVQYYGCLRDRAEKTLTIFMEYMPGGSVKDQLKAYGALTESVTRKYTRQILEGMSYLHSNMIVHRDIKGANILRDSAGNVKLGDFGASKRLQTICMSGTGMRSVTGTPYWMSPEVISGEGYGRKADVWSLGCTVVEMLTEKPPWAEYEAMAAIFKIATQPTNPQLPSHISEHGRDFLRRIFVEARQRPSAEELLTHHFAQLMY
VIM-2 inhibitor = VIM-2 metallo-beta-lactamase inhibitors, primary screen, biochemical, epi-absorbance readout, Pseudomonas aeruginosa enzyme. inhibition, % at 5.6 µM. AID 1527, 2009. actives 0.89% (n = 290,000). purified VIM-2, nitrocefin hydrolysis, epi-absorbance fluorescence;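 active = inhibition above the mean of all tested compounds plus 3 SD, cutoff set per screening run, cut at about 7.5% in these data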;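 note: red hydrolysis product quenches plate fluorescence so inhibitors raise well fluorescence; 0% = enzyme with DMSO and 100% = DMSO without enzyme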
An asterisk follows results filed as active; nt = not tested or not shown; & = joins results of further samples. These rows are one share of the data; rates above refer to the full screens.

smiles	PHOSPHO1 inh	FID counter	SUMO HTRF inh	IMP-1 inhibitor	IDE cell activ	HCV NS3 hel inh	pCIP destab	MEKK3 PB1 HTS	VIM-2 inhibitor
O=C(O)CCS(=O)(=O)c1cc(Br)cc2c1N(C(=O)C1CC1)CC2	16	-4	6	-2.4	-1	0	-1	95	1.7
Cn1c2c(c3ccccc31)CC/C2=N\O	15	-16	-2	-3.7	8	1	-5	nt	-5.6
CCCCn1nnnc1SCC(=O)Nc1cccc(C)n1	0	-2	10	-2.5	-1	-4	-10	104	-2.0
O=C(Nc1ccc(N2CCOCC2)cc1)C1CCN(S(=O)(=O)Cc2ccccc2)CC1	-18	2	8	0.5	7	-2	3	104	-1.4
CCCn1c2ccccc2c2cnn(CC(=O)NCCCN3C(C)CCCC3C)c(=O)c21 (configuration not stated)	37	12	10	-2.3	3	-6	-7	101	-1.0
O=c1sc2ccccc2n1CCCOc1ccccc1	23	-9	5	-1.4	2	-4	-1	107	-1.4
Cc1cccc(C)c1NC(=O)COC(=O)COc1ccc2c(C)cc(=O)oc2c1	-1	-2	-2	-0.7	2	-6	5	95	-4.4
Cn1ccnc1C(O)c1ccc(OCc2ccccc2)cc1 (configuration not stated)	43	-5	10	-3.9	5	-5	-11	103	-4.6
Cc1cc(NS(=O)(=O)Cc2ccccc2)no1	-10	4	22	-3.7	1	-2	-14	105	-1.1
CC1(C)Cc2ccccc2C(NNC(=O)c2ccccc2)=N1	-1	5	-4	-3.8	1	-6	5	106	0.2
O=C(CSc1ncccc1C(=O)O)NCc1ccc(F)cc1	-9	-2	5	-2.3	6	-7	-12	102	-2.9
O=C(c1ccc(=O)n(Cc2ccc(Cl)c(Cl)c2)c1)N1CCOCC1	19	-5	23	-2.3	-3	-6	-15	103	-7.4
Cc1cc(=O)n2[nH]c(-c3ccccc3)cc2n1	-22	-2	7	0.0	-4	0	-37	nt	-0.4
Cc1ccc(SCCNC(=S)Nc2ccccc2)cc1	1	-9	-16	-4.1	1	1	7	100	-2.8
CCOCC(=O)Nc1ccc(S(=O)(=O)N2CCOCC2)cc1	-17	1	8	-0.9	-4	2	-2	108	-2.1
CCSC1(SCC)N=C(N)C2(C#N)C(c3ccccc3)NC(C)=CC12C#N (configuration not stated)	4	-2	17	-0.2	2	6	-4	109	-1.7
COC(=O)Cn1cc(C(=O)C(C)(C)C)c2ccccc21	24	-3	-5	-1.6	5	6	-12	96	-3.6
O=C(O)c1ccc(S(=O)(=O)c2ccc3c(c2)C(=O)N(c2ccccc2[N+](=O)[O-])C3=O)cc1	23	-7	-7	-2.6	2	9	-2	104	2.2
COc1ccc(C(=O)Nc2cccc(C(=O)NCc3ccccc3)c2)cc1	8	-15	-11	-1.7	4	0	8	99	-0.8
Cc1sc2nc(SCC(N)=O)n(C)c(=O)c2c1C	-1	-1	8	-3.3	5	5	-6	99	1.6
CC(CCc1ccc(O)cc1)NCc1ccc(Br)cc1 (configuration not stated)	25	13	-8	-2.2	0	-15	-1	107	-0.9
NCCCS(=O)(=O)O	-4	0	-8	-0.6	7&4	6	5	98	0.3
CCCCN(C)CCN1C(=O)C2C(C(=O)Nc3cccc(OC)c3)C3C=CC2(O3)C1C(=O)NC1CCCCC1C (configuration not stated)	31	18	1	-2.0	3	-23	-5	95	-4.2
O=C1Nc2ccccc2C1=Nc1cccc(Cl)c1	nt	-4	8	-1.2	-1	1	-18	99	-1.0
CCOC(=O)N1CCN(Cc2nc(-c3cccs3)no2)CC1	10	-12	7	-0.7	2	-3	5	95	0.4
CCN1C(=O)c2ccc(C(=O)Nc3ncc(C)s3)cc2C1=O	47	2	-4	-3.1	1	-8	0	104	-0.9
O=C(CNC(=O)c1ccccn1)N/N=C/c1ccccc1	12	-3	21	-1.9	4	3	-2	98	-2.2
CCc1ccc(-c2cc(C)no2)cc1S(=O)(=O)NCc1ccccc1OC	38	-28	-13	-1.6	0	4	6	99	-1.6
CCOc1ccc(CCNS(=O)(=O)c2cccc3nsnc23)cc1OCC	34	-11	18	0.3	-2	0	0	95	-4.2
O=C(CCC1=NS(=O)(=O)c2ccccc2N1)NC1CCCCCCC1	17	-4	23	-2.7	4	-2	-6	100	-3.5

Random excerpt: 2 compounds from above, in no set order.
smiles	PHOSPHO1 inh	FID counter	SUMO HTRF inh	IMP-1 inhibitor	IDE cell activ	HCV NS3 hel inh	pCIP destab	MEKK3 PB1 HTS	VIM-2 inhibitor
CCN1C(=O)c2ccc(C(=O)Nc3ncc(C)s3)cc2C1=O	47	2	-4	-3.1	1	-8	0	104	-0.9
O=C(CCC1=NS(=O)(=O)c2ccccc2N1)NC1CCCCCCC1	17	-4	23	-2.7	4	-2	-6	100	-3.5

The list goes on.
smiles	PHOSPHO1 inh	FID counter	SUMO HTRF inh	IMP-1 inhibitor	IDE cell activ	HCV NS3 hel inh	pCIP destab	MEKK3 PB1 HTS	VIM-2 inhibitor
Nc1cc2nc3ccccc3oc-2cc1=O	43	-3	21	-0.1	0	28	-2	72	0.9
CC(C)N(Cc1nccn1C)C(=O)c1cc(COc2ccc(-n3cncn3)cc2)on1	15	-14	-2	-9.1	-1	-2	-8	101	-0.7
Cc1ccc(NC(=O)c2ccc3nc(N4CCOCC4)sc3c2)c(Cl)c1	15	-25	24	0.9	-2	-16	3	93	1.3
O=C(O)c1cc(O)ccc1NC(=O)c1cccc2ccccc12	2	-6	13	-1.4	2	24	2	132*	-2.5
Cc1cccc(NC(=S)NNC(=O)c2ccccc2Br)c1	40	-7	-150	-3.5	4	-3	4	103	-4.8
Cc1ccc(NNC(=O)c2c(F)cccc2Cl)cc1Cl	1	-4	15	-2.2	3	4	-3	85	1.4
O=C(Nc1cccc(S(=O)(=O)N2CCCCCC2)c1)c1ccc2c(c1)OCO2	-15	-9	-11	-3.4	0	5	4	140*	-2.6
Cc1cc(CNC(=O)CC2C(=O)NCCN2Cc2ccccc2C(F)(F)F)on1 (configuration not stated)	20	-16	4	-3.3	4	-4	4	98	-2.7
CCN(CC)CCNC(=O)c1ccc(CS(=O)(=O)c2ccccc2C)o1	29	2	-5	0.2	-1	-1	-1	103	4.5
CC(=O)c1cccc(NC(=O)c2ccccc2N(Cc2ccccc2)S(C)(=O)=O)c1	19	-35	13	0.0	3	-6	-3	90	-0.2
COc1cc(C(=O)Nc2cc(C)nn2-c2ccccc2)cc(OC)c1OC	17	-14	-9	-1.9	7	1	-1	102	-1.6
CCOC(=O)c1cccc(NC(=O)c2cccnc2)c1	10	-3	0	-3.2	5	6	5	102	-6.2
O=c1[nH]c2ccccc2n2c(-c3ccccc3)nnc12	31	0	16	-9.2	-15	10	-9	97	0.9
CN1CC(=O)Nc2ccc(Br)cc2C1=O	24	-5	-5	-1.7	-3	5	-2	99	-0.7
Cc1cc(C)cc(NC(=S)NCCCO)c1	-14	0	25	-4.9	2	4	-2	95	0.6
CCOc1ccccc1NC(=O)c1cccc(NC2=NC3CS(=O)(=O)CC3S2)c1 (configuration not stated)	28	-11	12	-3.5	7	18	-11	102	1.2
COc1ccccc1NC(=O)C(=N\O)/C(C)=N/O	-2	0	6	-5.4	1	2	-6	93	-1.7
COCCCC1CCN(C(=O)C2CCC(=O)N(CCc3ccccc3)C2)CC1 (configuration not stated)	-8	-48	11	-2.6	-3	-1	-6	102	-0.8
O=C(NCCN1CCOCC1)c1ccc(CS(=O)c2ccccc2Cl)o1 (configuration not stated)	26	-4	5	-1.3	10	5	-6	99	-1.8
Cc1ccc(C2=NN(Cc3nnc(-c4ccccc4)o3)C(=O)SC2)cc1	3	-28	-13	1.0	-7	-18	1	97	2.0
O=C(NC(=S)N1CCN(Cc2ccccc2)CC1)c1ccccc1	7	-1	2	-4.2	7	-7	-24	111	-3.9
Cc1cccc(-c2noc(CN(C)C(=O)COc3ccccc3)n2)c1	nt	-29	11	-2.5	-6	-7	-2	103	-1.7
Cc1c(NC(=O)C(C)N2CC(C)OC(C)C2)c(=O)n(-c2ccccc2)n1C (configuration not stated)	-18	-4	-4	-3.2	0	-4	-1	104	-1.2
CC1=CC(=NOC(=O)/C=C/c2ccccc2)C=C(C)C1=O	-5	1	-18	-2.4	0	4	-18	104	-0.1
C=CCn1c(=NC(=O)c2ccc(S(=O)(=O)N3CCc4ccccc4C3)cc2)sc2cc(S(N)(=O)=O)ccc21	5	2	6	-3.0	4	-3	-10	113	-3.8
Fc1cccc(-c2cc3nc(-c4ccccc4)cc(N4CCC5(CC4)OCCO5)n3n2)c1	-15	-16	13	-4.0	4	-5	-40	107	-2.4
O=[N+]([O-])c1ccc(OCC(O)CNC2CCCC2)cc1 (configuration not stated)	19	9	25	-2.2	5	-2	-13	90	-2.4
COc1cccc(CNC(=O)CSc2nnc3c(n2)[nH]c2ccccc23)c1	12	-15	-4	-2.0	-2	14	-2	104	-0.7
c1ccc2oc(Cc3ccc(Cc4nc5ccccc5o4)cc3)nc2c1	-13	-10	-17	-1.2	-3	3	12	101	0.4
CN1CCN(/C=N/c2c(C#N)cnn2Cc2ccccc2)CC1	-8	-4	24	-0.5	6	5	-2	103	-0.9
NC(=O)SCC(=O)Nc1ccc(Cl)c(Cl)c1	32	5	21	-2.4	-14	-8	-6	103	-1.6
S=c1[nH]nc(-c2ccccc2)n1/N=C/C=C/c1ccco1	-14	-10	41	-4.0	-3	52*	-13	94	0.9
COc1ccc(OC)c(/C=C2\SC(=S)N(N3CCOCC3)C2=O)c1	-6	-7	2	-1.9	8	-7	6	103	-0.7
O=C(CSc1nnc(CCc2ccccc2)n1-c1ccc(Cl)cc1)c1ccccc1	-4	-19	-14	-3.4	2	-8	-8	99	-1.5
O=C(CSc1ccc(-c2nc3ccccc3[nH]2)cn1)Nc1ccc2c(c1)OCCO2	10	-10	9	-3.1	0	5	-23	102	-0.6
COc1ccc(OC)c(-c2cc(C(=O)N/N=C(\C)c3cccnc3)c3ccccc3n2)c1	6	-33	10	-0.2	2	-14	2	98	-0.7
CCN(CC)CCn1c(=S)[nH]c2ccc(Cl)cc2c1=O	78*	2	6	-3.5	1	0	-27	nt	-4.0
COc1ccc(/C=C/C(=O)OCC(=O)c2ccc3c(c2)NC(=O)CO3)cc1	12	-9	11	-1.5	-4	2	4	96	-0.4
CC(=O)c1ccc(NC(=O)C2(c3ccccc3)CC2(Cl)Cl)cc1 (configuration not stated)	41	-1	14	1.0	4	-2	1	92	-0.1
